# Screening data (PubChem BioAssay)
# Pin1 inh: human Pin1 inhibition; hit rate 0.009% among 390,000; AID 504891; Pin1 FP peptide displacement, HiFluor488, 10 min; Q13526; Potency, µM (doses to about 115 µM), for inactives: at the highest dose activity, negative = inhibition, actives largely listed as inhibitors; active = well fitted inhibition curve with a large enough effect in the polarisation, with a control signal flat, not every such curve was filed as active; inconclusive = small, poorly fitted or top-dose-only effect, or effect the other way, or a change in a side signal; inactive = no such curve, though single readings can be large or run the other way; the % refers to the polarisation; also: potency is read from the fitted curve at half-maximal effect; % is scaled to controls: 0 for no effect and ±100 for the full control effect
# Target sequence (Q13526 whole entry, looked up): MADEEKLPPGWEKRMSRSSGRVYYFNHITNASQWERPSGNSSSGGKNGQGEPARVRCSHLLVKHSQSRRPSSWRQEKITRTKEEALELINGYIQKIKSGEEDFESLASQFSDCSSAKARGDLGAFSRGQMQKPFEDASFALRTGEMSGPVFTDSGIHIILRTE
# PGK inhibitor: T. brucei PGK inhibition. P07378. PGK/GAPDH coupled, Kinase-Glo luminescence, 60 min. Potency, µM (top dose mostly 57.5 µM), for the others: at the highest dose activity change, negative = inhibition, most hits filed as inhibitors. hit rate 0.043% among 380,000. AID 602233; also: potency is read from the fitted curve at half-maximal effect; % is scaled to controls: 0 for no effect and ±100 for the full control effect; nearly all actives have a fitted effect of over 60% in size
# Target sequence (P07378 whole entry, looked up): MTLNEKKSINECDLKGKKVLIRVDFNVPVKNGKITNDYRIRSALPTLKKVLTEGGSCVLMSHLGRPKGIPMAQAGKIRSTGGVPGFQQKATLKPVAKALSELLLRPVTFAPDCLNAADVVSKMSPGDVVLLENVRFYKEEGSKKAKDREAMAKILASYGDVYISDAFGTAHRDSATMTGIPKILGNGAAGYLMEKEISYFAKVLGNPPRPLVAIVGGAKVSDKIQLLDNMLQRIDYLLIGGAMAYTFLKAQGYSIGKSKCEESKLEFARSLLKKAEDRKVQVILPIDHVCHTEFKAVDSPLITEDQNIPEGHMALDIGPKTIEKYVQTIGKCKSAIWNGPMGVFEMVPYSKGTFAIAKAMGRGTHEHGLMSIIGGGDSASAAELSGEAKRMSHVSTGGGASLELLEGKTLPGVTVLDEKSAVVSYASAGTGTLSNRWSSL
#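 Recombinant glycosomal PGK reaction used 1,3-bisphosphoglycerate generated in-well by GAPDH (100nM final) in 100mM TEA pH 7.6, 5mM MgCl2, 0.01% Tween-20. After 60 minutes at room temperature, ATP was read by Kinase-Glo Plus luminescence end-point.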
# HP1b chromo inh: inhibitors of HP1-beta chromodomain binding to methylated histone tails. P83916. AlphaScreen HP1-beta / biotin-H3K9me3 peptide binding. Potency, µM (series often up to 114 µM), inactives show at the highest dose activity change, negative = inhibition, most hits filed as inhibitors. hit rate 0.56% among 390,000. AID 540317; also: potency is read from the fitted curve at half-maximal effect; nearly all actives have a fitted effect of over 70% in size; inactives centre near 23
#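 AlphaScreen: HP1-beta (50 nM) preformed 30 min with biotin-H3(1-18)K9me3 peptide (50 nM) in PBS pH 7.4, 0.01% Tween-20. Compound added for 30 min at RT, then streptavidin donor/nickel chelate acceptor beads (10 ug/mL) for 30 min.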
# JMJD2A Tudor: blocks the human JMJD2A Tudor domain; O75164; AlphaScreen JMJD2A-Tudor / H3K4me3 peptide binding; Potency, µM (top dose mostly 114 µM), for inactives: at the highest dose activity change, negative = inhibition, most hits filed as inhibitors; hit rate 4.4% among 390,000; also: potency is read from the fitted curve at half-maximal effect; % is scaled to controls: 0 for no effect and ±100 for the full control effect; nearly all actives have a fitted effect of over 50% in size
# G9a block: blocks human histone lysine methyltransferase G9a. G9a H3K9 monomethylation, AlphaScreen, 2 h. Q96KQ7. Potency, µM (doses to about 102 µM), inactives show at the top dose activity, negative = inhibition, usual class: inhibitors. hit rate 8.8% among 350,000. AID 504332; also: potency is read from the fitted curve at half-maximal effect; % is scaled to controls: 0 for no effect and ±100 for the full control effect; nearly all actives have a fitted effect of over 75% in size
#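 Signal arises when biotinylated H3K9 peptide, once monomethylated, bridges streptavidin donor and antibody-captured acceptor beads. Enzyme at 20 nM was preincubated 15 min with test compounds; peptide 500 nM and SAM 20 uM then reacted for 2 h.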
# ERG Ets-DNA blk: blocks human ERG Ets domain binding to DNA | P11308 | fluorescence polarization, His-ERG Ets domain / labelled DNA | Potency, µM (series often up to 76.9 µM), for inactives: at the highest dose FP activity, negative = inhibition, hits mostly inhibitors | hit rate 0.028% among 370,000 | AID 624246; active = well fitted inhibition curve with a large enough effect in the polarisation, with a control signal flat; inconclusive = small, poorly fitted or top-dose-only effect, or effect the other way, or a change in a side signal; inactive = no such curve, though single readings can be large or run the other way; the % refers to the polarisation;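 also: polarization taken with two DNA probes labelled with fluorescein and Texas red; potency is read from the fitted curve at half-maximal effect; % of control where 0% means no effect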
#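 His-tagged ERG Ets domain (1 uM in the protein solution; 300mM KCl, 50mM Tris-HCl, 1mM EDTA, 1mM DTT, pH 7.5) received compound, then a probe mix of 5 nM fluorescein-DNA and 100nM Texas-615-DNA. Fluorescence polarization was read for both dyes.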
# BAZ2B block: inhibitors of human BAZ2B bromodomain; Q9UIF8; AlphaScreen BAZ2B-H3K14Ac peptide displacement; Potency, µM (titrated, usually from 114 µM), without a hit: top-dose activity change, negative = inhibition, hits mostly inhibitors; hit rate 4.4% among 360,000; AID 504333; also: potency is read from the fitted curve at half-maximal effect; % is scaled to controls: 0 for no effect and ±100 for the full control effect; nearly all actives have a fitted effect of over 60% in size
#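 In this displacement format the biotinylated H3(5-23) peptide acetylated at Lys14 serves as ligand at 50 nM, with BAZ2B at 50 nM in PBS pH 7.4 containing 0.01% Tween-20. Donor and acceptor beads are 10 ug/mL final.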
# PI4K2A inh: PI4K2A (human) kinase inhibition. hit rate 0.13% among 420,000. AID 1346378. Q9BTU6. purified PI4K2A, ADP-Glo luminescence, 1 h; stronger effect = lower value. activity change, negative = inhibition, % at 76.9 µM; in the data active = activity change below about -50%; inconclusive = mostly about -30% to -49%;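 also: -100% = wells without enzyme as full effect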
# Target sequence (Q9BTU6 whole entry, looked up): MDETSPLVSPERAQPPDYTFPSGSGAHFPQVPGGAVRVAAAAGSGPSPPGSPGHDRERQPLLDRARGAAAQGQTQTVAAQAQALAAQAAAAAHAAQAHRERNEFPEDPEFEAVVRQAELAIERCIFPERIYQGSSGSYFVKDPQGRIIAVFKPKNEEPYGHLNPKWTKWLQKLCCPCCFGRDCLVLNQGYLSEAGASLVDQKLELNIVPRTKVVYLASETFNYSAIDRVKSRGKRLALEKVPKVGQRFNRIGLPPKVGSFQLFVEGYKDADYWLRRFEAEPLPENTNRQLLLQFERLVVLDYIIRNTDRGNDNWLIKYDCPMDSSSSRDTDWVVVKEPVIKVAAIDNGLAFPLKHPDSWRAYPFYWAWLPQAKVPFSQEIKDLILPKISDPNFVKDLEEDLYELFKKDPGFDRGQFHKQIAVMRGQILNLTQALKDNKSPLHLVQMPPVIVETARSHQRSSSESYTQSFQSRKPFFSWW
#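 ADP-Glo luminescence measured ADP generated by PI4K2A enzyme (4 ug/mL before mixing) with 1.2 mM PI substrate (pre-mix) and 300 microM ATP (pre-mix). Tris pH7.5 buffer with MgCl2, Triton X-100; 1 h reaction at ambient temperature.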
# GLS inhibitor: glutaminase GLS (human) inhibition; AID 624170; O94925; GLS enzymatic activity, qHTS titration; Potency, µM (doses to about 45.5 µM), inactives show at the highest dose activity change, negative = inhibition, usual class: inhibitors; hit rate 0.21% among 410,000; also: potency is read from the fitted curve at half-maximal effect; % is scaled to controls: 0 for no effect and ±100 for the full control effect
#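 hKGA in 45 mM KH2PO4 pH 8.2, 0.02% Tween-20 with pin-transferred compounds; 1 mM L-glutamine (stock) plus glutamate oxidase/HRP/Amplex Red coupling added. Fluorescence read initially and after 30 min at RT.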
# Starred values were filed as active, the others as inactive; i = inactive; ? = inconclusive; . = not tested or not shown; & = joins results of further samples; [ ] = another dose, or the depositor's remark. Unless noted, calls follow the shape of the dose curve; as a rule, active = well fitted curve in the direction sought with a large enough effect; inconclusive = small, poorly fitted or top-dose-only effect, or another doubt; inactive = no such curve, though single readings can be large; an effect the other way counts as inactive or inconclusive.
SMILES,Pin1 inh,PGK inhibitor,HP1b chromo inh,JMJD2A Tudor,G9a block,ERG Ets-DNA blk,BAZ2B block,PI4K2A inh,GLS inhibitor
Cc1ccc(O)c(NC(=O)c2ccc3c(c2)C(=O)N(Cc2cccnc2)C3=O)c1,1%,-5%,25%,-10%,39%,2%,-33%,-5,8%
C[C@H](CO)N1C[C@H](C)[C@@H](CN(C)Cc2ccccc2)Oc2ccc(NC(=O)CCCCCC(=O)Nc3ccccc3N)cc2C1=O,0%,3%,27%,-24%,.,-6%,.,0,19%
O=C(c1cc2c(F)cccc2s1)N1CCCC1,-4%,i,30%,0%,4%,-4%,-9%,3,5%
COc1ccc(-c2coc3c2c(C)cc2oc(=O)cc(C)c23)cc1,-3%,-10%,15%,-14%,-4%[59 µM],0%,-3%,0,0%
CCSC(SCC)[C@H](O)[C@@H](O)[C@H](O)[C@H](O)CO,-1%,-2%,39%[activator],8%,-21%,14%,3%,0,1%
COc1cccc(-n2c(SCC(=O)Nc3cc(C)on3)nc3c([nH]c4ccccc43)c2=O)c1,22%,i,37%,-17%,40µM*,0%,-21%,-8,4%
COc1cccc(NC(=O)c2ncn[nH]2)c1,1%,i,34%,-10%,-4%[59 µM],0%,-6%,3,20%
CC(C)(C)NC(=O)NC(=O)COc1ccccc1C#N,-1%,7%,57%[activator],-10%[57.1 µM],-22%[12.7 µM],3%,4%,-2,1%
Clc1ccc2oc(-c3ccccn3)nc2c1,23%,-9%,1%,-8%[11.4 µM],27%[12.7 µM],-7%,27%,-19,-15%
CCCCCCn1c(COc2ccccc2F)nnc1SCC(=O)N1c2ccccc2NC(=O)C1(C)C,-2%,-9%,11%,-34%,4%[59 µM],-12%,?,2,1%
COC(=O)C1C(=O)OC(C)(C)C1C(C)C(=O)c1ccc(C)cc1C (stereo unspecified),-9%,-7%,55%[activator],4%,8%,2%,-30%,-8,0%
COc1ccccc1CNC(=O)[C@@H](NC(=O)C1CCN(C(=O)[C@@H]2CCCN2)CC1)C(C)C,-4%,-9%,4%,-14%,25%[12.7 µM],-10%,?,-3,6%
CCOC(=O)C1CCN(S(=O)(=O)c2cc3c4c(c2)C(C)C(=O)N4CCC3)CC1 (stereo unspecified),-2%&5%,10%,36%&5%[activator],-6%&-13%,-8%,-11%&4%,-4%&-22%,-3&-1,-2%&-4%
Cc1cccnc1NC(=O)CCn1c(=O)oc2ccccc21,-6%,-8%,28%,0%,4%,8%,-12%,-9,-7%
N#Cc1c(-c2ccccc2)ccn(Cc2ccc(Cl)cc2)c1=O,-1%,-1%,72%[activator],-5%,12%,-2%,-3%,-2,?
COc1ccc(CN(Cc2cccn2C)S(=O)(=O)c2ccccc2)cc1,-5%,-4%,-7%,-18%,.,12%,?,4,2%
COc1ccc(C(=O)NCC(=O)Nc2ccc(-c3ccccc3)cc2)cc1,7%,0%,35%,-19%,-2%,9%,-1%,-6,-2%
CC(C)NC(=O)C1c2ccccc2Oc2ccccc21,0%,-5%,47%,19%[57.1 µM],-7%,4%,6%,-1,8%
NC(=O)C1(N2CCCCC2)CCN(C(=O)CSc2nc3ccccc3s2)CC1,5%,-2%,7%,-18%,-62%[59 µM],?,-20%,1,14%
COC(=O)c1cn(C(=O)c2ccc(OC)c(OC)c2)c2ccccc12,7%,i,41%[activator],-19%,.,3%,5%,-6,0%
COc1ccc(N2CCN(C(=O)CN(c3ccccc3)S(C)(=O)=O)CC2)cc1,7%,-6%,24%,-6%,?,4%,-31%,-7,59%[activator]
Cc1ccc2oc(=O)n(CCCOc3ccccc3C)c2c1,-10%,i,102%[activator],101%[activator],.,3%,124%[activator],1,7%
COc1ccc(CC(=O)N2CCN(c3ccc(C4=NNC(=O)CC4C)cc3)CC2)cc1 (stereo unspecified),-1%,i,43%,7%[11.4 µM],18%,-2%,10%[57.1 µM],-3,20%
CCn1c(CC(=O)Nc2ccc(C)c(Cl)c2)nnc1SCc1ccc(Cl)c(Cl)c1,?,.,15%,-10%,12%,-2%,-2%,3,-1%
O=C(COC(=O)Cc1ccc(Br)cc1)NCC1CCCO1 (stereo unspecified),-3%,i,19%,-15%,.,-5%,.,0,1%
Cc1ccc(NS(=O)(=O)c2cc(OCC(N)=O)c(C)cc2Cl)cc1,1%,4%,24%,-4%,0%[59 µM],-2%,-1%,9,19%
COC(=O)CSc1ccccc1C(=O)OC,1%,-3%,31%,-2%,?,10%,8%,5,2%
CCCCN1C(=N)N([C@@H](CCC)CN2CCC[C@H]2CN2C(N)=NC[C@H]2C(C)C)C[C@H]1[C@H](C)CC,4%,2%,28%,-25%,.,-2%,.,-2,-1%
COc1ccc(S(=O)(=O)N2CCOCC2)cc1NC(=O)/C=C/c1ccccc1,9%,-5%,29%,?,-40%[0.501 µM],2%,-29%,-1,-15%
COc1ccc(C2CC(=O)C(C=NCCN3CCOCC3)=C(O)C2)cc1 (stereo unspecified),0%,i,32%,-13%,34%[12.7 µM],-6%,1%,-12,2%
O=C(c1cn(-c2ccccc2)nc1-c1cccs1)N1CCN(c2ccc(F)cc2)CC1,24%,-15%,3%,?,?,1%,?,-7,3%
CCC(C(=O)Nc1nccs1)(C(F)(F)F)C(F)(F)F,-7%,3%,24%,-10%,?,-1%,56µM*,4,3%
CCSc1nc2ccc(C)cc2cc1C#N,2%,5%,32%[activator],5%,54%[activator],-1%,4%,1,2%
O=C(O)CCCCCNC(=O)OCC1c2ccccc2-c2ccccc21,-12%,3%,19%,-16%,18%[2.33 µM],-3%,58%[activator],2,-2%
Cc1cccc(/C=N/NC(=O)c2cccc(NC(=O)c3ccccc3)c2)n1,7%,-1%,42%[activator],-14%,5%,-7%,7%,0,6%
Cc1ccc(NC(=O)CN(C)C(=O)CSc2nncn2C)cc1,3%,1%,13%,-14%,-23%[59 µM],-10%,0%,-9,2%
CCCNS(=O)(=O)c1ccc(OCC(=O)N2CCC(C(=O)OCC)CC2)cc1,?,3%,46%[activator],6%,-9%[59 µM],0%,8%,-5,3%
COc1ccc(-c2nc(-c3ccccc3)c(-c3ccc(O)cc3)[nH]2)cc1,-11%,-4%,?,28µM*,?,0%,35µM*,0,24%
CN=C(Nc1cccc(Cl)c1)SC1CC(=O)N(c2ccc(OC)cc2)C1=O (stereo unspecified),-4%,6%,-7%,-22%[57.1 µM],5%,4%,-2%,-5,0%
Oc1cccc(C=NNc2ccccn2)c1,-3%,-10%,30%,-25%,.,3%,.,-1,11%

# 3 compounds from above, ordered by molar mass, high to low:
SMILES,Pin1 inh,PGK inhibitor,HP1b chromo inh,JMJD2A Tudor,G9a block,ERG Ets-DNA blk,BAZ2B block,PI4K2A inh,GLS inhibitor
COc1ccc(CC(=O)N2CCN(c3ccc(C4=NNC(=O)CC4C)cc3)CC2)cc1 (stereo unspecified),-1%,i,43%,7%[11.4 µM],18%,-2%,10%[57.1 µM],-3,20%
CCC(C(=O)Nc1nccs1)(C(F)(F)F)C(F)(F)F,-7%,3%,24%,-10%,?,-1%,56µM*,4,3%
Cc1ccc2oc(=O)n(CCCOc3ccccc3C)c2c1,-10%,i,102%[activator],101%[activator],.,3%,124%[activator],1,7%

# The results go on:
SMILES,Pin1 inh,PGK inhibitor,HP1b chromo inh,JMJD2A Tudor,G9a block,ERG Ets-DNA blk,BAZ2B block,PI4K2A inh,GLS inhibitor
COc1ccc(CC2(CO)CCN(Cc3ccc(OC(F)(F)F)cc3)CC2)cc1,2%,-2%,39%,-24%,.,13%,1%,2,-8%
CCCCNC(=O)CNC(=O)c1cccs1,-10%,-8%,24%,-13%,-4%[59 µM],6%,-23%,1,-13%
COc1ccc(OC)c(/C=C/C(=O)Nc2cccc(S(=O)(=O)N3CCCC3)c2)c1,57%[activator],-2%,55%[activator],9%,24%,18%,-5%,-6,3%
Cc1ccc(N2CC(C(=O)OCC(=O)NNC(=O)c3ccccc3)CC2=O)cc1 (stereo unspecified),3%,-4%,27%,-6%,-3%,8%,-2%,3,1%
CC1CCCC(C)N1C(=O)CSc1nnc(NC(=O)Cc2cccs2)s1 (stereo unspecified),0%,i,?,2%[57.1 µM],?,0%,?,2,-7%
C=C1C(=O)O[C@H]2[C@H]1[C@@H](O)CC(=C)[C@@H]1CC(=O)[C@@H](C)[C@H]21,-10%,i,12%,-17%,-18%,8%,-4%,-1,-12%
COc1ccc(Nc2oc(/C=C/c3cccc(OC)c3)nc2C#N)cc1,21%,7%,29%,-21%,-7%[59 µM],9%,-8%,-2,0%

# Printed as active in BAZ2B block, of those listed so far:
SMILES,Pin1 inh,PGK inhibitor,HP1b chromo inh,JMJD2A Tudor,G9a block,ERG Ets-DNA blk,BAZ2B block,PI4K2A inh,GLS inhibitor
CCC(C(=O)Nc1nccs1)(C(F)(F)F)C(F)(F)F,-7%,3%,24%,-10%,?,-1%,56µM*,4,3%
COc1ccc(-c2nc(-c3ccccc3)c(-c3ccc(O)cc3)[nH]2)cc1,-11%,-4%,?,28µM*,?,0%,35µM*,0,24%
